MOR-DOR ag = OPRM1-OPRD1 heterodimerization agonism; P35372+P41143; cells, luminescence; activation, % at 9.3 µM; 340,000 compounds, 0.3% hits; AID 504326; in the data active means activation above about 18%;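 further: 0% = vehicle-treated cells and 100% = reference agonist; values of inactives mirror those of a sister screen read the other way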
PfHsp90 set2 = inhibits growth of yeast expressing Plasmodium falciparum Hsp90; 310,000 compounds, 0.32% hits; S. cerevisiae expressing PfHsp90, BacTiter-Glo ATP, 48 h; yeast lacking PDR1 and PDR3 efflux regulators; AID 504621; inhibition, % at 9.4 µM;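 active means every replicate shows inhibition above about 80%, whatever the replicate mean, limit read from the data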;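 further: 0% = DMSO neutral controls and 100% = 20 µM radicicol positive controls; yeast relying on Plasmodium falciparum Hsp90 in place of its own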
PKA-R1A act = PKA-R1A complex activation; activation, % at 11.4 µM; PKA-R1A dissociation, Cy5-IP20 fluorescence polarization; scaled: DMSO 0%, 113 µM cGMP 100%; P00514+P68181; 340,000 compounds, 0.083% hits; AID 504707;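 active means percent activation above the mean of all tested compounds plus 3 SD, cut at about 19% in these data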;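 further: higher means more PKAc released from R1A so a rise in polarization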
SUMO Mot1 rescue = SUMOylation pathway inhibition by Mot1-301 growth rescue | S. cerevisiae Mot1-301 growth rescue, ATP luminescence, 38.5C; percent above DMSO median, 100 means doubled | growth rescue, % at 18.8 µM | 320,000 compounds, 1% hits;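 active means every valid replicate shows activation above 250% relative to neutral control wells; inactive means the rest, any valid replicate at or below 250%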;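 further: OY570 slx delta 5 strain wells were the positive control but not used for scaling; some compounds called inactive have numbers as strong as hits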
OPRM1-OPRD1 inv = mu-delta opioid heterodimer inverse agonism; 340,000 compounds, 0.21% hits; cell-based MOR-DOR heterodimer luminescence; P35372+P41143; inhibition, % at 9.3 µM; in the data active means inhibition above about 22%, passing the limit was not always enough;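 further: 0% = cells with DMSO and 100% = wells without cells with DMSO; values of inactives mirror those of a sister screen read the other way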
Pemphigus Ab inh = blocks pemphigus antibody binding to human desmoglein-3. DSG3-coupled beads, scFv-anti-DSG3-GFP binding, flow cytometry; stronger effect = lower value. binding (percent of control), % at 10 µM. 310,000 compounds, 0.48% hits;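 active means binding more than 3 SD below its plate's average and above zero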; further: some compounds called inactive have numbers as strong as hits
AddAB inh = less growth of phage-infected E. coli with AddAB | E. coli expressing H. pylori AddAB, absorbance growth | inhibition, % at 11.9 µM | 330,000 compounds, 0.29% hits; in the data active means inhibition above about 12%;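 further: 0% = vehicle wells of infected cells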
phage Ecoli inh = E. coli growth loss with phage present; growth absorbance; inhibition, % at 11.9 µM; 360,000 compounds, 0.26% hits; AID 651602; in the data active means inhibition above about 11%
HTR5A inv ag = HTR5A inverse agonism, opioid heterodimer counter-screen; P47898; HTR5A cell line, luminescence; inhibition, % at 9.3 µM; 340,000 compounds, 0.083% hits; in the data active means inhibition mostly above about 23%, no sharp cut-off; inactive means mostly below about 18%;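 further: 0% = cells with DMSO and 100% = no-cell wells with DMSO; some compounds called inactive have numbers as strong as hits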
Target sequence (P47898 whole entry, looked up): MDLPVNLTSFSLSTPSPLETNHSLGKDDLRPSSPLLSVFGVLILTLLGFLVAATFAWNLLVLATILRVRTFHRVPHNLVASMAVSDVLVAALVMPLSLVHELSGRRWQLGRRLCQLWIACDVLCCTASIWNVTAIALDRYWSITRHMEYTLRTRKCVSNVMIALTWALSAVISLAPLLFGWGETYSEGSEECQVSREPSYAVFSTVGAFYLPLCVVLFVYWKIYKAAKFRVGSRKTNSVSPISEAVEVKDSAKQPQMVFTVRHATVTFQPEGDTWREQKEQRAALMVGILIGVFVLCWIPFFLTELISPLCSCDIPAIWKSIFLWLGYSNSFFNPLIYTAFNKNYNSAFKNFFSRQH
HTR5A ag = activates human HTR5A in OPRM1-OPRD1 agonist counter-screen; P47898; HTR5A agonist assay, luminescence, cell-based; activation, % at 9.3 µM; 340,000 compounds, 0.61% hits; in the data active means activation mostly above about 9.5%, no sharp cut-off; inactive means mostly below about 7.6%;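 further: 0% = cells with vehicle only and 100% = reference agonist; strong numbers were not always called active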
Ecoli viability = counter-screen for AddAB inhibitors: E. coli growth inhibition; 330,000 compounds, 0.27% hits; inhibition, % at 11.9 µM; AID 449728; E. coli V3065 growth, OD600 absorbance, 18 h;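 active means inhibition above the campaign's mean inhibition across all tested compounds plus 3 SD, cut at about 9.9% in these data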;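 further: uninfected addAB+ strain grown without phage in ampicillin broth; 0% = DMSO wells and 100% = ciprofloxacin 0.95 µg/ml wells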
* marks the source's active call; other numbers are inactive results; . = not tested or not shown.

SMILES	MOR-DOR ag	PfHsp90 set2	PKA-R1A act	SUMO Mot1 rescue	OPRM1-OPRD1 inv	Pemphigus Ab inh	AddAB inh	phage Ecoli inh	HTR5A inv ag	HTR5A ag	Ecoli viability
COc1cc(CCCN2C(=O)C(=O)NC[C@H]2Cc2cccc3ccccc23)cc(OC)c1OC	0.8	5	8	-3	-5	107	1.4	3.6	7	2	-1.5
CCCNC(=O)/C=C/C(=O)O	-2.2	6	-11	205	11	96	-0.8	3.1	10	-4	-1.3
COc1ccc(/C=C(\C#N)C(=O)OCC(=O)NCc2ccccc2)cc1	0.6	-1	-15	13	-3	95	2.6	5.3	2	-1	0.3
Cn1c(=O)[nH]c(NC2CCCCC2)c([N+](=O)[O-])c1=O	-2.2	-34	-5	-2	11	81	-0.5	2.0	17	1	0.9
Cc1ccc(C(C#N)c2ccc(C(=O)c3ccc(F)cc3)cc2)cc1 (centres undefined)	-0.3	-13	-25	4	2	99	3.4	3.7	-4	6	0.2
COc1ccc(NC(=O)c2cccnc2SC)cc1OC	0.5	.	-16	-7	-3	104	0.4	-2.0	-14	-4	0.0
COc1ccc(OC)c(/C=C(\NC(=O)c2ccccc2)C(=O)N/N=C/c2ccc(C)s2)c1	-2.2	-1	6	12	13	102	1.3	-1.5	-13	1	-0.4
Cc1ccc(S(=O)(=O)N(C)C)cc1NC(=O)c1cccnc1Oc1ccccc1	.	.	.	13	.	101	-0.3	2.2	.	.	0.2
Cc1ccc(OCc2n[nH]c(=S)n2-c2ccc(C)cc2)cc1	-2.2	24	-11	22	10	95	0.7	1.0	8	-3	-1.2
COc1ccc(C(=O)Nc2c(Cl)cc(Cl)cc2C(=O)N2CCC(C)CC2)cc1	0.4	19	3	-10	-2	.	5.2	-0.7	-21	-2	-0.4
CCOC(=O)CSc1nnc(-c2ccc3ncccc3c2)n1C	-1.0	20	3	-8	5	115	0.8	-1.4	-13	2	-0.9
COc1ccc(C(=O)OCC(=O)NC2CC2)cc1S(=O)(=O)Nc1ccc(C)cc1	-0.9	12	8	0	4	101	-1.4	0.6	3	-1	-1.8

Given with values under each structure: twelve of the compounds above
Every second line gives: MOR-DOR ag	PfHsp90 set2	PKA-R1A act	SUMO Mot1 rescue	OPRM1-OPRD1 inv	Pemphigus Ab inh	AddAB inh	phage Ecoli inh	HTR5A inv ag	HTR5A ag	Ecoli viability
> COc1cc(CCCN2C(=O)C(=O)NC[C@H]2Cc2cccc3ccccc23)cc(OC)c1OC
    0.8	5	8	-3	-5	107	1.4	3.6	7	2	-1.5
> CCCNC(=O)/C=C/C(=O)O
    -2.2	6	-11	205	11	96	-0.8	3.1	10	-4	-1.3
> COc1ccc(/C=C(\C#N)C(=O)OCC(=O)NCc2ccccc2)cc1
    0.6	-1	-15	13	-3	95	2.6	5.3	2	-1	0.3
> Cn1c(=O)[nH]c(NC2CCCCC2)c([N+](=O)[O-])c1=O
    -2.2	-34	-5	-2	11	81	-0.5	2.0	17	1	0.9
> Cc1ccc(C(C#N)c2ccc(C(=O)c3ccc(F)cc3)cc2)cc1 (centres undefined)
    -0.3	-13	-25	4	2	99	3.4	3.7	-4	6	0.2
> COc1ccc(NC(=O)c2cccnc2SC)cc1OC
    0.5	.	-16	-7	-3	104	0.4	-2.0	-14	-4	0.0
> COc1ccc(OC)c(/C=C(\NC(=O)c2ccccc2)C(=O)N/N=C/c2ccc(C)s2)c1
    -2.2	-1	6	12	13	102	1.3	-1.5	-13	1	-0.4
> Cc1ccc(S(=O)(=O)N(C)C)cc1NC(=O)c1cccnc1Oc1ccccc1
    .	.	.	13	.	101	-0.3	2.2	.	.	0.2
> Cc1ccc(OCc2n[nH]c(=S)n2-c2ccc(C)cc2)cc1
    -2.2	24	-11	22	10	95	0.7	1.0	8	-3	-1.2
> COc1ccc(C(=O)Nc2c(Cl)cc(Cl)cc2C(=O)N2CCC(C)CC2)cc1
    0.4	19	3	-10	-2	.	5.2	-0.7	-21	-2	-0.4
> CCOC(=O)CSc1nnc(-c2ccc3ncccc3c2)n1C
    -1.0	20	3	-8	5	115	0.8	-1.4	-13	2	-0.9
> COc1ccc(C(=O)OCC(=O)NC2CC2)cc1S(=O)(=O)Nc1ccc(C)cc1
    -0.9	12	8	0	4	101	-1.4	0.6	3	-1	-1.8

Continuation.
SMILES	MOR-DOR ag	PfHsp90 set2	PKA-R1A act	SUMO Mot1 rescue	OPRM1-OPRD1 inv	Pemphigus Ab inh	AddAB inh	phage Ecoli inh	HTR5A inv ag	HTR5A ag	Ecoli viability
CCCCn1c(SCC(=O)/C(C#N)=C(\C)N)nc2ccccc2c1=O	-0.2	-7	-8	-9	1	114	1.7	3.0	6	-2	-2.9
O=C(O)c1ccccc1C1Nc2ccccc2C(=O)N1CCCN1CCOCC1 (centres undefined)	.	.	.	2	.	96	1.3	3.6	.	.	0.7
CCCOc1ncnc2c1[nH]c1ccc(OC)cc12	-0.3	3	-13	-8	2	113	2.3	0.2	-29	0	-1.2
CCCCC(CC)C(=O)Nc1cc([N+](=O)[O-])ccc1F (centres undefined)	1.5	-8	9	10	-7	107	2.5	3.4	5	-2	-1.1
Cc1cc(NC(=O)OC2CCCCC2)ccc1[N+](=O)[O-]	12	-26	-2	11	-78	106	3.8	2.6	-16	6	0.1
CCOC(=O)Nc1ccc(S(=O)(=O)N2CCOCC2)cc1	0.9	-16	10	-30	-4	102	2.1	-0.3	-19	-4	-2.9
CC1CC2=C(NC(=S)NC2c2ccc(F)cc2)/C(=C/c2ccc(F)cc2)C1 (centres undefined)	-0.1	2	5	30	1	105	1.0	2.4	-25	3	1.6
C/C=C(\C)C(=O)NCCN1C2=NC[C@@H](C)N2C[C@@H]1Cc1ccc(OC)cc1	-0.2	5	-10	96	1	100	1.9	0.2	-18	6	1.4
CCN(CC)S(=O)(=O)c1cc(NC(=O)C2=COCCO2)ccc1Cl	-2.8	.	-3	-14	15	103	0.2	2.8	-25	-8	-1.1
Cc1cccc(N2Cc3ccc(Br)cc3C2)c1	1.0	-1	7	8	-5	.	3.1	3.2	8	-3	2.8
NC(=O)c1c(NC(=O)CSc2nc(N)cc(=O)[nH]2)sc2c1CCCC2	1.2	-5	0	-7	-6	122	-0.8	-0.1	7	3	0.4
C/C(CC1(O)/C(=N/O)CCc2nonc21)=N\O (centres undefined)	-0.9	.	5	-4	5	.	2.3	1.9	-13	0	0.5
COCCNC(=O)Cc1c(C)c2c(cc(C)c3c(C(C)(C)C)coc32)oc1=O	-2.4	-16	1	-2	11	95	0.2	-1.4	-6	2	-1.9
Cc1ccccc1OCC(=O)N/N=C/c1cccc(Oc2ccc([N+](=O)[O-])cc2[N+](=O)[O-])c1	3.1	11	-12	.	-17	108	1.9	2.3	-27	-2	-0.3
C/C(CC(=O)Nc1ccccc1[N+](=O)[O-])=N\NC(=O)COc1ccccc1C	-2.6	-4	-1	-4	16	.	2.4	0.8	1	0	-0.1
CC(=O)Nc1cccc2ncccc12	0.1	15	-3	3	-1	96	-0.4	-0.1	-5	2	0.0
O=C(c1c[nH]c(C(=O)C(Cl)(Cl)Cl)c1)c1c(F)cccc1F	-3.9	24	1	-21	18	113	-2.1	1.0	12	-4	-3.0
C/C(=N\Nc1ccc(S(N)(=O)=O)cc1[N+](=O)[O-])c1ccc2c(c1)OCO2	4.3	-41	-2	.	-20	.	.	0.3	5	-2	.
COc1cc(OC)cc(C(=O)NCC(=O)OCC(=O)Nc2ccc(C)c(S(=O)(=O)N3CCOCC3)c2)c1	0.3	.	-8	.	-2	91	.	3.2	20	-7	.
Clc1cccc(Cl)c1Cn1nnc(N2CCCC2)n1	-2.6	-12	3	7	14	95	4.4	0.2	-4	-5	-0.5
COc1cc(/C=C2\SC(N)=NC2=O)cc(OC)c1	-3.0	6	2	-15	14	95	.	1.3	5	-1	.
CC1=C(C(=O)OCc2cc(C)on2)N2C(=O)[C@@H](NC(=O)OCc3cc(C)on3)[C@H]2SC1	-2.4	-8	-11	-3	14	109	-0.6	0.7	3	-1	-3.6
Cc1cc(C)c2oc(C(=O)Nc3ccc(S(=O)(=O)Nc4nccc(C)n4)cc3)cc(=O)c2c1	-4.1	9	7	10	21	98	5.0	-1.3	4	2	0.7
CC1=C(C(=O)Nc2ccc(C)cc2)C(c2ccco2)NC(=O)N1 (centres undefined)	-3.8	-3	2	2	19	98	-1.6	1.0	5	-2	2.7
Cc1ccc(CNC(=O)COC(=O)C2CCN(S(=O)(=O)c3cccs3)CC2)cc1	-1.9	10	-4	-2	9	106	2.2	3.7	-6	1	-1.7
COc1ccccc1NC(=O)NCc1ccco1	-1.6	-4	8	11	8	102	4.0	3.8	9	-2	2.7
CC[n+]1c(/C=C(\C)OC)sc2ccccc21	0.0	-13	-6	.	0	109	.	3.0	2	-1	.
COc1ccc(C(C)=O)cc1CC(=O)NC1CCCCCC1	-1.0	-52	2	-7	7	112	2.2	-1.2	-6	3	-1.1
O=C(Cc1ccccc1[N+](=O)[O-])NCc1ccc2c(c1)OCO2	-1.2	-11	5	-1	6	.	1.0	1.1	-3	-2	1.7
O=C(OCCCN=C1NS(=O)(=O)c2ccccc21)c1ccccc1	-2.5	24	1	17	13	.	-1.5	1.5	-5	3	-0.2
CCCCCO	-3.6	-9	-3	-14	19	102	0.3	2.6	4	-1	-1.4
FC(F)(F)c1cccc(Oc2nc(-c3ccccc3)nnc2C(F)(F)F)c1	-1.0	.	-6	-10	5	.	1.6	1.7	0	0	1.0
CS(=O)(=O)N(CC(=O)N1CCN(c2ccccc2F)CC1)C1CCCCC1	0.4	-2	-1	680*	-3	99	0.8	1.1	-10	15	-0.7
CCOC(=O)c1c(NC(=O)CCC(=O)N2CCOCC2)sc2c1CC(C)(C)OC2	-0.5	9	-5	-16	3	102	1.3	0.5	15	1	-1.1
Cc1nn(-c2ccccc2)c(Cl)c1C1C(C#N)=C(N)OC2=C1C(=O)CCC2 (centres undefined)	-0.8	17	6	-7	4	105	0.4	1.6	0	-3	0.8
COC(=O)Cn1cnc2c1c(=O)n(C)c(=O)n2C	-2.4	14	-10	-1	13	103	0.5	3.3	-5	2	-1.2
c1ccc2nc3[nH]cnc3nc2c1	-1.6	-20	-9	-1	9	101	1.5	1.2	15	-6	-3.0

Bioassay records as filed in PubChem.
